miR122 inh – blocks miR-122 activity in Huh7 sensor cells | Huh7 miR-122 Renilla luciferase sensor, 48 h; neutral wells = 0, positive control = 100 | activation (reporter increase), % at 12.5 µM | 0.3% of 340,000 active | AID 602342;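 active = mean replicate activation score at least 90 and every replicate individually at or above 90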;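 also: higher luciferase means less miR-122 activity so hits act as miR-122 inhibitors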
CFTR F508del cor – correctors of CFTR F508del function in bronchial epithelial cells; CFBE cells, YFP halide quenching; stimulated with forskolin plus potentiator P3; % fluorescence drop versus neutral controls; activity (quench increase), % at 7.58 µM; 0.36% of 350,000 active;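 active = mean added fluorescence quench of at least 8% versus neutral control, with both replicates also reaching 8%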;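 also: cells transiently co-express mutant CFTR-F508del with the halide-sensitive YFP; corrector assay measuring rescue of mutant channel to the surface after 24 h compound exposure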
FN deposition inh – fibronectin deposition inhibition; AH1F fibroblasts, Alexa488-fibronectin deposition fluorescence, overnight; inhibition, % at 12.6 µM; 0.086% of 350,000 active; AID 743247;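 active = mean inhibition across replicates of 30% or more, regardless of how many single replicates reach that level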;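 also: positive control wells lacked labelled fibronectin entirely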
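Material: AH1F fibroblasts assembling fluorescent fibronectin matrix; amount: 10000 AH1F cells/well; medium: DMEM, 2% serum; reagent: Alexa488-fibronectin, 24 nM final in well; dosing: single compound dose, delivered by pin transfer; incubation: 1 h adhesion, overnight exposure; detection: fluorescence after three HBSS washes, excitation 485 nm, emission 525 nm; measure: fibronectin deposition inhibition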
Cneo AK release – causes C. neoformans cell lysis; adenylate kinase release luminescence, 4 h; normalised: neutral wells 0, clomiphene wells 100; lysis activity, % at 15 µM; 0.2% of 360,000 active; AID 651654;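 active = mean lysis activity across replicates of at least 80%, whatever share of replicates individually reach that level; inactive = mean lysis activity below 80%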
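Test system: log-phase Cryptococcus neoformans yeast cells; Quantity: yeast cell density of 5 × 10^6 cells/mL; Buffer or medium: YPD; Doses: single compound concentration per well; Timing: 4 h at 37 °C static, read 1 h later; Measured by: AK luminescence; Read-out basis: lysis from increased AK signal; Control set: Clomiphene as positive control.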
C2C12 statin – suppressors of simvastatin-induced myotoxicity in C2C12 myotubes; ATP luminescence, 48 h; scaled: DMSO 0, geranylgeraniol control 100; rescue of ATP level, % at 7.49 µM; 0.78% of 330,000 active;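 active = mean ATP rescue above about 67%, or every replicate alone reaching that limit, limit read from the data, passing the limit was not always enough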;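 also: myotubes were challenged with 10 µM simvastatin during compound exposure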
PGC1a acetyl inh – modulators of PGC1a acetylation; 0.17% of 350,000 active; inhibition, % at 15.6 µM; U2OS PGC1a acetylation, AlphaScreen anti-acetyl-lysine; with virally co-expressed GCN5 acetyltransferase; AID 651687;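 active = every replicate shows inhibition of at least 40%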;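 also: 0% = neutral control wells and 100% = positive control wells; some results beyond the cut were filed as inactive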
INS-1E GSIS act – primary screen for activators of insulin secretion dependent on glucose, INS-1E cells, GLuc reporter luminescence | activation, % at 16.6 µM | AID 743287 | INS-1E GLuc reporter insulin secretion, 2-3 h | 0.61% of 370,000 active;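 active = lowest replicate activation of at least 40%, so every replicate reaches that level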;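 also: 0% = median of neutral control wells and 100% = median of IBMX positive control wells; some compounds called inactive have numbers as strong as hits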
PglD DTNB – blocks C. jejuni PglD acetyltransferase activity; 0.098% of 360,000 active; inhibition, % at 12.5 µM; purified PglD enzyme, DTNB colorimetric CoA detection; AID 602405; in the data active = inhibition above about 16%, passing the limit was not always enough; also: strong numbers were not always called active
* hit, by the source's call; · = no result given; [ ] = another dose, or the depositor's remark.

SMILES	miR122 inh	CFTR F508del cor	FN deposition inh	Cneo AK release	C2C12 statin	PGC1a acetyl inh	INS-1E GSIS act	PglD DTNB
CC(C)(C)NC(=O)NC(=O)CSc1ccc(S(=O)(=O)N2CCCCC2)cn1	4	0.8	-3	-1	24	5	-61	0
CN(C)S(=O)(=O)c1ccc(S(=O)(=O)NCCN2CCOCC2)cc1	-6	0.7	0	3	2	·	16	0
Cc1ccc(C(=O)NC2CCN(C(=O)N3CCOCC3)CC2)cc1	-2	·	·	-3	1	-8	16	-1
O=S(=O)(c1ccc(F)cc1)N1CCCCN2[C@H](CO)[C@@H](c3ccc(-c4ccccc4F)cc3)[C@@H]2C1	5[16.7 µM]	0.1	·	44	·	-9	·	-1
CC(C)(C)NC(=O)C(c1cccs1)N(Cc1cccs1)C(=O)c1ccc(CN2CCOCC2)o1 (stereo unspecified)	3	-0.3	-8	·	·	-9	2	·
Cc1ccc(S(=O)(=O)n2nc(OC(=O)C3CCCCC3)cc2N)cc1	-3	·	·	0	-4	-6	·	-1
COc1ccc(S(=O)(=O)N(C)C[C@@H]2Oc3c(NS(C)(=O)=O)cccc3C(=O)N([C@H](C)CO)C[C@H]2C)cc1	-3[16.7 µM]	1.3	·	3	·	-7	27	2
CC(=O)N1C[C@@H](CO)[C@@H](N(C)C(=O)c2ccco2)C[C@H]1c1ccccc1	-2	-3.2	-2	0	-5	-11	16	7
CCOc1ccccc1CNC(=O)Cn1ccc2cc(S(=O)(=O)N3CCCC3)ccc21	-5	-1.8	-1	11	-49	-19	-38	3
CCC1(C)NC(=O)N(CC(=O)N2CCN(c3cccc(Cl)c3)CC2)C1=O (stereo unspecified)	·	2.0	7	-1	16	-1	-26	-2
CCOc1ccc(CNC(=O)CCc2cn(C)c3ccccc23)cc1	-10	0.0	-13	-1	-3	6	5	-2
CCc1cc(=O)oc2c(C)c(OCC(=O)NCCCn3ccnc3)ccc12	4	1.6	15	0	4	6	4	1
O=C(NNC(=O)c1ccc(F)cc1)C(=O)N1CCCCC1	-2	·	19	1	1	-2	-5	-3
CCn1cc(CN2CCC(n3nccc3NC(=O)c3ccccc3OC)CC2)cn1	8	0.5	-11	1	-1	5	4	3
COc1ccc2cc3cc(C(=O)NCCc4ccc(OC)c(OC)c4)oc3nc2c1	-3	·	-4	2	-88	-9	·	2

Whole records as entered above. Values in the order: miR122 inh	CFTR F508del cor	FN deposition inh	Cneo AK release	C2C12 statin	PGC1a acetyl inh	INS-1E GSIS act	PglD DTNB
CN(C)S(=O)(=O)c1ccc(S(=O)(=O)NCCN2CCOCC2)cc1 as listed: -6	0.7	0	3	2	·	16	0
CCOc1ccccc1CNC(=O)Cn1ccc2cc(S(=O)(=O)N3CCCC3)ccc21 as listed: -5	-1.8	-1	11	-49	-19	-38	3
CC(C)(C)NC(=O)C(c1cccs1)N(Cc1cccs1)C(=O)c1ccc(CN2CCOCC2)o1 (stereo unspecified) as listed: 3	-0.3	-8	·	·	-9	2	·
CCOc1ccc(CNC(=O)CCc2cn(C)c3ccccc23)cc1 as listed: -10	0.0	-13	-1	-3	6	5	-2

Continued:
SMILES	miR122 inh	CFTR F508del cor	FN deposition inh	Cneo AK release	C2C12 statin	PGC1a acetyl inh	INS-1E GSIS act	PglD DTNB
CCOC(=O)c1ccc(N2C(=O)C3CCOc4ccccc4C32)cc1 (stereo unspecified)	·	0.3	-2	1	0	·	16	1
COc1ccccc1-c1cnc2c(c1)C(=O)N([C@@H](C)CO)C[C@H](C)[C@@H](CN(C)C(=O)c1ccncc1)O2	-4[16.7 µM]	-2.4	-4	-1	-2	8	10	17
CC1CC(C)CN(S(=O)(=O)c2ccc(C(=O)Nc3sccc3C(N)=O)cc2)C1 (stereo unspecified)	1	3.2	-12	-1	6	-2	9	·
CC(C)C(NC(=O)c1ccc(C(C)(C)C)cc1)C(=O)Nc1ccc(N2CCOCC2)cc1 (stereo unspecified)	·	-0.7	-1	0	4	·	-16	2
CN(c1ccc(C(=O)NCc2ccncc2)cc1)S(=O)(=O)c1ccc(Cl)cc1	15	-0.7	-1	-1	4	·	-4	1
COC(=O)c1ccc(NC(=O)CCn2c(=O)oc3ccccc32)cc1	-2	·	·	1	13	-9	·	·
O=C1Nc2ccccc2C1c1ncc(C(F)(F)F)cc1Cl (stereo unspecified)	·	1.3	-4	-1	34	·	-25	0
Cc1ccc(C23CC4CC(CC(NC(=O)NC(C)(C)CO)(C4)C2)C3)cc1	-3	·	-1	-1	0	-6	·	-4
CC(NC(=O)C12CC3CC(CC(C3)C1)C2)C(=O)NCCN(C)C (stereo unspecified)	-1	·	·	0	-29	4	5	2
CO[C@@H]1CN(C)C(=O)c2cc(NC(=O)NC(C)C)ccc2OC[C@@H](C)N(C(=O)C2CCC2)C[C@@H]1C	·	-0.1	·	50	9	0	10	2
COc1ccccc1S(=O)(=O)N[C@@H]1C=C[C@H](CC(=O)N2CCCCC2)O[C@H]1CO	·	0.5	·	8	5	-7	18	-9
O=C(COc1ccccc1Cl)Nc1ccc2c(c1)OCO2	·	0.8	-3	-3	2	·	-10	-1
c1ccc2[nH]c(CSc3nnc(-c4ccncc4)o3)nc2c1	-3	·	·	-9	85*	-3	·	2
CCCn1nc(C(=O)OCC(=O)Nc2ncc(Cl)c(C)c2Cl)c2ccccc2c1=O	5	0.4	-6	7	-6	6	-5	-10
O=C(CSc1ccccn1)N1CCCC(Nc2ccc(F)c(F)c2)C1 (stereo unspecified)	5	-4.7	·	1	·	9	23	0
Cn1cccc1C(=O)NC(=O)CSc1cccc[n+]1[O-]	-2	·	-1	0	16	-3	·	2
CS(=O)(=O)N1N=C(c2ccccc2)CC1c1ccc2nccnc2c1 (stereo unspecified)	4	·	2	-8	·	0	7	-6
COc1ccc(-c2coc3c(CN4CCOCC4)c(O)ccc3c2=O)cc1	2	2.5	10	-1	-21	1	3	0
COc1ccc(/C=N/Nc2nc(NCc3ccco3)nc(Nc3ccc(OC)cc3)n2)cc1	4	0.0	14	1	-1	2	22	4
CO[C@@H]1CN(C)C(=O)c2ccc(NC(=O)c3ccc4c(c3)OCO4)cc2OC[C@H](C)N(CC2CC2)C[C@@H]1C	·	-3.9	-4	0	-3	-7	-5	-2
Cc1ccc(NC(=O)Cc2ccccc2F)cc1S(=O)(=O)N1CCCCCC1	13	-8.4	-6	2	-15	-8	-22	2
CC(=O)Nc1cccc(C(=O)OCC(=O)NNC(=O)c2cccs2)c1	·	3.4	-2	4	0	·	11	-1
c1coc(-c2nc3ccccc3s2)c1	2	11*	-5	-2	120*	2	-8	1
C[C@H](CO)N1C[C@H](C)[C@@H](CN(C)C(=O)Nc2ccccc2)Oc2ncc(-c3cccnc3)cc2C1=O	-29[16.7 µM]	-3.3	·	-1	5	4	14	4
CCOC(=O)C1=C(C)N=c2sc(=Cc3ccc(OCC(=O)O)cc3)c(=O)n2C1c1ccc(SC)cc1 (stereo unspecified)	-3	-0.1	-2	4	-19	·	-13	2
CCCC#Cc1cnc2c(c1)C(=O)N([C@H](C)CO)C[C@H](C)[C@@H](CN(C)CCC)O2	-3[16.7 µM]	0.4	·	-1	8	-4	-6	1
O=C(COC(=O)c1ccncc1)Nc1cccc2ccccc12	-3	-0.2	2	-1	-5	14	30	-1
O=C(CC(F)(F)F)N1C[C@@H]2[C@H](c3ccccc31)[C@@H](CO)N2C(=O)c1ccncc1	-8[16.7 µM]	-4.4	-19	1	-6	14	12	2
COc1cccc(CN2CCC(CO)(CC3CCCCO3)CC2)c1 (stereo unspecified)	0	-0.7	-2	·	9	100*	-10	·
O=C(C[C@@H]1CC[C@@H]2NC[C@H](O)COC[C@H]2O1)Nc1ccccc1	5[16.7 µM]	0.9	-2	-9	-10	5	-3	-1

A few values from the list.
O=C(C[C@@H]1CC[C@@H]2NC[C@H](O)COC[C@H]2O1)Nc1ccccc1 in Cneo AK release: -9
CCCC#Cc1cnc2c(c1)C(=O)N([C@H](C)CO)C[C@H](C)[C@@H](CN(C)CCC)O2 in CFTR F508del cor: 0.4
COc1ccc(-c2coc3c(CN4CCOCC4)c(O)ccc3c2=O)cc1 in PglD DTNB: 0
Cn1cccc1C(=O)NC(=O)CSc1cccc[n+]1[O-] in PglD DTNB: 2
O=C(COC(=O)c1ccncc1)Nc1cccc2ccccc12 in PGC1a acetyl inh: 14
O=C(CC(F)(F)F)N1C[C@@H]2[C@H](c3ccccc31)[C@@H](CO)N2C(=O)c1ccncc1 in C2C12 statin: -6
CO[C@@H]1CN(C)C(=O)c2ccc(NC(=O)c3ccc4c(c3)OCO4)cc2OC[C@H](C)N(CC2CC2)C[C@@H]1C in INS-1E GSIS act: -5

Following part
SMILES	miR122 inh	CFTR F508del cor	FN deposition inh	Cneo AK release	C2C12 statin	PGC1a acetyl inh	INS-1E GSIS act	PglD DTNB
NS(=O)(=O)c1cccc(C(=O)NC2CCSc3ccccc32)c1 (stereo unspecified)	2	-0.4	3	-3	-28	-3	-21	9
COc1cc(F)ccc1-c1cc(C(=O)Nc2cc(OC)c(OC)c(OC)c2)[nH]n1	-3	-0.6	3	4	-18	-8	11	·
COc1ccc(C#Cc2ccc([C@H]3[C@H]4CN(C(=O)c5ccncc5)CCCCN4[C@H]3CO)cc2)cc1	12[16.7 µM]	9.3*	·	-1	98*	10	-14	2
COc1ccc(C(CC(=O)O)NC(=O)C2CCCCC2)cc1 (stereo unspecified)	-2	·	-8	·	-7	-3	5	-1
O=C(Nc1ccccc1F)N[C@H]1CC[C@@H](CCNS(=O)(=O)c2ccccc2)O[C@H]1CO	·	1.8	·	57	1	0	19	27
Cc1ccc2nc(SCc3ccc([N+](=O)[O-])cc3)nc(C)c2c1	-6	·	-2	1	-27	-1	-1	1
CCOC(=O)CN1C(=O)N2C[C@H]3CON(C)[C@H]3C[C@H]2c2ccccc21	7	0.1	2	-1	-1	-5	0	-2
CCCCc1ccc(-c2ccc(Br)cc2)nc1	-5	-1.5	·	-3	-17	2	-11	-3
COc1ccc(CN(CCC#N)C(=S)NC(=O)c2ccccc2)cc1	-3	·	·	11	114*	-2	·	-1
CCOC(=O)C1(C)NC(c2cccs2)C2C(=O)N(c3ccc(C)cc3)C(=O)C21 (stereo unspecified)	-1	-3.5	-2	·	4	18	-5	·

Screening data (PubChem BioAssay)
